Screening results (PubChem BioAssay)
GASC1 inh – KDM4C (human) demethylase inhibition; Q9H3R0; GST-KDM4C 2-372, H3K9me3 peptide, LANCE TR-FRET; inhibition, % at 12.5 µM; 0.15% of 96,000 active;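 active = mean replicate inhibition above about 25%, with at least 55% of replicates also reaching it, limit read from the data, passing the limit was not always enough; inconclusive = only one of those two conditions met; inactive = neither condition met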
Target sequence (Q9H3R0 2-372 limits assumed): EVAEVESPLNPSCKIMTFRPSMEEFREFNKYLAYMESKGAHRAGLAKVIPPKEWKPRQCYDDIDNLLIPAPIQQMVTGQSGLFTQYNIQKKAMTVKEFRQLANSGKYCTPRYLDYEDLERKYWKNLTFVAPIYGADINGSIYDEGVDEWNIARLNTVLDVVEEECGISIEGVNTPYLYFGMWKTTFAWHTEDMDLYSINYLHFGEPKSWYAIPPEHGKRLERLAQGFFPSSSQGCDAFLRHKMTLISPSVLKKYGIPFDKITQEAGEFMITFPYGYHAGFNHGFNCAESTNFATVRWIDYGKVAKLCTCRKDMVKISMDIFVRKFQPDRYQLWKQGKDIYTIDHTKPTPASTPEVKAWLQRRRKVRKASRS
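Material: GST-tagged GASC-1 (JMJD2C) catalytic fragment, aa 2-372. Input: enzyme final amount 10 nM. Medium: HEPES buffer, pH 7.5, plus ascorbate. Reagent: H3K9me3 peptide substrate, Fe(II), 2-oxoglutarate. Doses: single dose. Times: reaction 30 min RT, detection step 1 h RT. Measured by: LANCE TR-FRET. Evaluation: Fall in 671/618 emission ratio as inhibition.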
Tcruzi prolif – T. cruzi proliferation inhibition; T. cruzi beta-gal in NIH3T3, GalScreen luminescence, 90 h; AID 624255; 5.9% of 77,000 active; inhibition, % at 8.34 µM;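 active = mean inhibition above about 93%, with at least 55% of replicates each passing it, limit read from the data, passing the limit was not always enough; inconclusive = only one of those two conditions holds; inactive = neither condition holds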
C diff HTS – blocks growth of Clostridium difficile | Clostridium difficile clinical isolate growth, OD600, 24 h; stronger effect = lower value | growth activity, negative = inhibition, % at 16 µg/mL (by protocol) | 0.25% of 86,000 active | AID 1259249;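 active = mean growth activity at or below -80% and every replicate also at or below -80%; inconclusive = mean at or below -80% but some replicate above -80%; inactive = mean growth activity above -80%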;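 also: 0% = DMSO wells and -100% = levofloxacin 16 µg/mL wells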
Pf Dd2 inh – inhibitors of Plasmodium falciparum Dd2 growth. P. falciparum Dd2 growth, SYBR Green, 72 h; stronger effect = lower value. activity change, % at 10 µM. 2.3% of 94,000 active. AID 1159554; in the data active = activity change below about -80%; inconclusive = no clear call, values can overlap the other calls
An asterisk follows results filed as active; ? = inconclusive; · = not tested or not shown; & = joins results of further samples.

SMILES | GASC1 inh | Tcruzi prolif | C diff HTS | Pf Dd2 inh
C[C@@H]1CCCCO[C@@H](CN(C)C(=O)NC2CCCCC2)[C@H](C)CN([C@H](C)CO)C(=O)c2cc(NC(=O)NC3CCCCC3)ccc2O1 | -0.6 | · | -13 | -8
O=C(N[C@@H]1CC[C@H](CCNC(=O)c2ccccc2F)O[C@H]1CO)c1cnccn1 | -0.3 | -8 | · | 11
CCC(=O)N1[C@H](C(=O)NC2CCCC2)[C@@H](CO)[C@@H]2Cn3c(cccc3=O)[C@@H]21 | 0.3 | · | -2 | 1
CO[C@@H]1CN(C)C(=O)c2cc(NC(=O)C3CC3)ccc2OC[C@@H](C)N(C(=O)c2ccccn2)C[C@H]1C | -1.0 | -98 | · | ·
O=C(Nc1ccc2c(c1)[C@@H]1C[C@H](CC(=O)N3CCCCC3)O[C@@H](CO)[C@@H]1O2)C1CCOCC1 | -0.9 | -31 | · | 34
O=C(C[C@H]1CC[C@@H](NC(=O)C2CCOCC2)[C@@H](CO)O1)Nc1ccccc1 | -0.2 | · | 1 | 24
Cc1noc(C)c1S(=O)(=O)Nc1ccc2c(c1)C(=O)N([C@H](C)CO)C[C@@H](C)[C@H](CN(C)Cc1ccc(C(=O)O)cc1)OCCCC[C@@H](C)O2 | 0.9 | 43 | 5 | 20
CO[C@@H]1CN(C)C(=O)c2ccc(NC(=O)Nc3ccccc3F)cc2OC[C@H](C)N(Cc2ccccc2C(=O)O)C[C@H]1C | 0.1 | -19 | -2 | 19
C/C=C/c1ccc([C@H]2[C@H](CO)N3CCCCN(C(=O)Nc4ccc(F)cc4)C[C@@H]23)cc1 | 1.0 | 90 | 44 | -4
CC(C)NC(=O)Nc1ccc2c(c1)C(=O)N([C@@H](C)CO)C[C@@H](C)[C@H](CN(C)CC1CC1)OCCCC[C@@H](C)O2 | -0.7 | 50 | -1 | 2

Some of the entries above in another layout.
> CCC(=O)N1[C@H](C(=O)NC2CCCC2)[C@@H](CO)[C@@H]2Cn3c(cccc3=O)[C@@H]21
- GASC1 inh: 0.3
- Tcruzi prolif: ·
- C diff HTS: -2
- Pf Dd2 inh: 1

> CO[C@@H]1CN(C)C(=O)c2cc(NC(=O)C3CC3)ccc2OC[C@@H](C)N(C(=O)c2ccccn2)C[C@H]1C
- GASC1 inh: -1.0
- Tcruzi prolif: -98
- C diff HTS: ·
- Pf Dd2 inh: ·

Other records follow.
SMILES | GASC1 inh | Tcruzi prolif | C diff HTS | Pf Dd2 inh
O=C(c1ccccn1)N1CC2(C1)[C@@H](c1ccccc1)[C@@H](CO)N2Cc1ccc(F)cc1 | 0.6 | · | 0 | -3
O=C(Nc1ccc2c(c1)[C@@H]1C[C@H](CC(=O)N3CCOCC3)O[C@H](CO)[C@@H]1O2)c1cccnc1 | 2.7 | -13 | -2 | 8
C[C@@H]1CN([C@H](C)CO)C(=O)c2cc(NC(=O)Cn3cnnn3)ccc2O[C@@H]1CN(C)S(=O)(=O)c1ccc(Cl)cc1 | 0.9 | 20 | -10 | 5
O=C(C[C@H]1C=C[C@@H](NC(=O)CN2CCOCC2)[C@@H](CO)O1)NC1CCC1 | -3.7 | · | 3 | 6
C[C@H](CO)N1C[C@H](C)[C@H](CN(C)C(=O)c2ccccc2)Oc2cc(C#CC3CC3)ccc2S1(=O)=O | 0.3 | 92 | 4 | -37
C[C@H](NC(=O)C[C@H]1CC[C@H](NC(=O)C2CCOCC2)[C@H](CO)O1)c1ccccc1 | -0.5 | 17 | 0 | 4
CCCNC(=O)c1cc2c(c(-c3cccc(-c4cc5ccccc5o4)c3)n1)[C@@H](CCO)N(C(=O)NC(C)C)C2 | -8.8 | · | 10 | ?
Cc1noc(C)c1NC(=O)Nc1cccc2c1O[C@H](CN(C)S(C)(=O)=O)[C@@H](C)CN([C@@H](C)CO)C2=O | 0.9 | -13 | 2 | 14
COCC(=O)N1[C@H](CO)[C@H](c2ccc(-c3ccccc3OC)cc2)C12CN(C(C)=O)C2 | -1.1 | · | -2 | -11
COc1ccc2c3c([nH]c2c1)[C@H](CO)N(C)CC31CN(C(=O)Nc2c(C)noc2C)C1 | · | · | -1 | 25
C[C@@H]1CN([C@@H](C)CO)C(=O)Cc2cc(NC(=O)CCCCCC(=O)Nc3ccccc3N)ccc2O[C@H]1CN(C)CC1CC1 | 1.4 | · | 3 | -9
Cc1noc(C)c1S(=O)(=O)N(C)C[C@H]1OCc2cn(nn2)CCCC(=O)N([C@H](C)CO)C[C@@H]1C | · | -6 | · | 13
C[C@H]1CN([C@@H](C)CO)C(=O)c2c(c3ccccc3n2C)-c2ccccc2CO[C@H]1CN(C)C(=O)NC1CCCCC1 | -1.4 | 20 | 7 | -57
C[C@@H](NC(=O)C[C@H]1CC[C@H](NC(=O)CN2CCOCC2)[C@H](CO)O1)c1ccccc1 | 0.1 | -5 | · | 10
O=S(=O)(c1ccc(F)cc1)N1CC[C@@H]2[C@H](CO)Nc3ccc(Br)cc3[C@@H]21 | -3.3 | 61 | -18 | 25
O=C(Cc1cccnc1)N1CC(=O)N2[C@H](CO)[C@H](c3ccc(C4=CCCCC4)cc3)[C@@H]2C1 | 3.7 | · | 7 | 7
Cc1noc(C)c1S(=O)(=O)Nc1ccc2c(c1)C(=O)N([C@@H](C)CO)C[C@@H](C)[C@@H](CN(C)S(=O)(=O)c1c(C)noc1C)OCCCC[C@@H](C)O2 | -2.0 | 77 | 6 | -63
C[C@H](CO)N1C[C@H](C)[C@H](CN(C)Cc2ccc(-c3ccccc3)cc2)Oc2ccc(NC(=O)c3ccncc3)cc2C1=O | 0.2 | · | -12 | 3
C[C@H](O)C#Cc1ccc2c(c1)O[C@H](CN(C)C(=O)C1CCCCC1)[C@H](C)CN([C@H](C)CO)S2(=O)=O | -0.3 | 46 | 0 | -9
CN1c2ccc(-c3cccc(C#N)c3)cc2[C@@H]2[C@@H](CCN2C(=O)NC2CCCC2)[C@@H]1CO | -2.5 | · | -2 | -54
C[C@H]1CN([C@@H](C)CO)C(=O)c2cc(NS(C)(=O)=O)ccc2O[C@@H]1CN(C)Cc1ccc2c(c1)OCO2 | 0.4 | 4 | 1 | 16
CCNC(=O)C[C@H]1CC[C@@H]2[C@H](COc3ccc(NC(=O)c4cccs4)cc3C(=O)N2C)O1 | 2.2 | -3 | 1 | 8
CNC[C@@H]1Oc2ncc(C#CC3CCCCC3)cc2C(=O)N([C@@H](C)CO)C[C@@H]1C | -2.3 | · | · | 43
O=C(NCC1CC1)[C@@H]1[C@@H](CO)[C@@H]2Cn3c(cccc3=O)[C@H]1N2C(=O)c1cccnc1 | -1.1 | 66 | -3 | 8
C[C@H](CO)N1C[C@H](C)[C@H](CN(C)C(=O)Cc2ccccc2)OCc2ccccc2-c2c(n(C)c3ccccc23)C1=O | -0.7 | 3 | -5 | -73
O=C(CN1CCOCC1)N[C@H]1CC[C@H](CCn2cc(C3CCCCC3)nn2)O[C@H]1CO | -0.1 | -42 | -2 | 17
O=C(c1ccc2c(c1)OCO2)N1CC(=O)N2[C@H](CO)[C@@H](c3ccc(C#CCC4CCCC4)cc3)[C@H]2C1 | -1.6 | · | 4 | -17
Cc1ccc(S(=O)(=O)N(C)C[C@@H]2Oc3ccc(NC(=O)Nc4c(C)noc4C)cc3C(=O)N([C@@H](C)CO)C[C@H]2C)cc1 | -2.2 | 16 | -4 | 18
C[C@H](CO)N1C[C@H](C)[C@H](CN(C)Cc2ccc(F)cc2)Oc2ncc(-c3cccc(C#N)c3)cc2C1=O | · | -10 | 5 | -21
O=C(C[C@H]1C[C@@H]2c3cc(NC(=O)Nc4ccccc4F)ccc3O[C@@H]2[C@@H](CO)O1)NCC1CC1 | 0.5 | 31 | -3 | -50
CC(C)NC(=O)Nc1ccc2c(c1)C(=O)N([C@@H](C)CO)C[C@@H](C)[C@H](CN(C)C(=O)Nc1ccc(C(F)(F)F)cc1)O2 | -0.4 | 50 | -10 | 17
CCCNC(=O)NC[C@@H]1[C@H](c2ccc(C3=CCCC3)cc2)[C@@H](CO)N1C(C)=O | 0.5 | 30 | 0 | -10
C[C@@H]1CCCCO[C@H](CN(C)C(=O)c2ccncc2)[C@@H](C)CN([C@H](C)CO)C(=O)c2cc(NC(=O)NC3CCCCC3)ccc2O1 | -4.3 | 30 | 1 | 14
C[C@@H]1CN([C@@H](C)CO)C(=O)c2cc(-c3cncnc3)cnc2O[C@@H]1CN(C)C(=O)Cc1ccccc1 | 0.1 | · | 0 | -4
CO[C@H]1CN(C)C(=O)c2cc(NC(=O)c3nc4ccccc4s3)ccc2OC[C@H](C)N(Cc2cccnc2)C[C@H]1C | -0.7 | · | · | -43
CCCC#Cc1ccc([C@@H]2[C@@H](CO)N(C(=O)C3CCCC3)[C@H]2C#N)cc1 | 0.1 | 100* | 2 | -32
O=C1CN(S(=O)(=O)c2ccccc2)C[C@@H]2[C@@H](c3ccc(Br)cc3)[C@H](CO)N12 | 0.6 | · | 32 | -9
COCCNC(=O)C[C@H]1C[C@@H]2c3cc(NC(=O)Nc4ccc(F)cc4)ccc3O[C@@H]2[C@H](CO)O1 | -1.0 | -7 | -1 | 0
COc1ccc(S(=O)(=O)N(C)C[C@H]2Oc3ccc(NS(C)(=O)=O)cc3C(=O)N([C@@H](C)CO)C[C@@H]2C)cc1 | -1.1 | 3 | 2 | -8
C[C@@H]1CN([C@@H](C)CO)C(=O)c2cccc(NS(=O)(=O)c3ccc(F)cc3)c2O[C@H]1CN(C)S(=O)(=O)c1cccs1 | -2.9 | 41 | -6 | -13
COC(=O)[C@H]1[C@H](CO)[C@H]2Cn3c(ccc(-c4ccccc4F)c3=O)[C@H]2N1Cc1cccnc1 | 5.9 | 13 | -2 | 1
COc1cccc(-c2ccc3c(c2)O[C@@H](CN(C)C(=O)C2CCCCC2)[C@H](C)CN([C@@H](C)CO)S3(=O)=O)c1 | -1.3 | 112* | 0 | -68
C[C@H](CO)N1C[C@H](C)[C@@H](CN(C)Cc2ccc(C(F)(F)F)cc2)Oc2ccc(NC(=O)Nc3ccc(F)cc3)cc2CC1=O | -2.1 | 46 | 57 | ?
C[C@@H]1CN([C@@H](C)CO)C(=O)c2cccc(NS(=O)(=O)c3ccccc3)c2O[C@H]1CN(C)CC1CCCCC1 | 0.0 | 69 | 0 | -17
O=C(C[C@@H]1C[C@H]2c3cc(NC(=O)NC4CCCC4)ccc3O[C@H]2[C@H](CO)O1)NCc1cccnc1 | -1.0 | · | 4 | 18
CO[C@H]1CC[C@H]2CCN(C)C(=O)[C@@H](C)[C@H](OC)CN(C)C(=O)c3cc(C#N)ccc3OC[C@@H]1O2 | 1.3 | 18 | · | 18
C[C@@H]1CN([C@@H](C)CO)S(=O)(=O)c2ccc(C#CCN(C)C)cc2O[C@H]1CN(C)Cc1cccnc1 | 1.0 | 98* | -2 | -32
O=C(C1CCC1)N1CC2(C1)[C@@H](c1ccccc1)[C@@H](CO)N2Cc1ccccc1F | 0.5 | · | 14 | -2
O=C(N[C@@H]1CC[C@@H](CC(=O)N2CCOCC2)O[C@@H]1CO)c1cccc(F)c1 | -0.8 | 39 | · | 5
C[C@@H]1CCCCO[C@@H](CN(C)Cc2ccc(Cl)c(Cl)c2)[C@H](C)CN([C@@H](C)CO)C(=O)c2cc(NC(=O)Nc3ccccc3)ccc2O1 | -0.7 | 70 | 3 | -72

An excerpt from above in order of the Pf Dd2 inh value, largest number first.
| compound | GASC1 inh | C diff HTS | Pf Dd2 inh |
| --- | --- | --- | --- |
| O=C(N[C@@H]1CC[C@@H](CC(=O)N2CCOCC2)O[C@@H]1CO)c1cccc(F)c1 | -0.8 | · | 5 |
| C[C@@H]1CN([C@@H](C)CO)C(=O)c2cccc(NS(=O)(=O)c3ccccc3)c2O[C@H]1CN(C)CC1CCCCC1 | 0.0 | 0 | -17 |
| C[C@@H]1CN([C@@H](C)CO)S(=O)(=O)c2ccc(C#CCN(C)C)cc2O[C@H]1CN(C)Cc1cccnc1 | 1.0 | -2 | -32 |

(list continues)
SMILES | GASC1 inh | Tcruzi prolif | C diff HTS | Pf Dd2 inh
O=C(C[C@H]1CC[C@H]2[C@@H](COC[C@@H](O)CN2C(=O)c2ccccc2)O1)NCc1ccc(-c2ccccc2)cc1 | -0.3 | 9 | 6&-1 | -1
Cc1ccc(S(=O)(=O)Nc2cccc3c2O[C@H](CN(C)S(=O)(=O)c2cn(C)cn2)[C@@H](C)CN([C@@H](C)CO)C3=O)cc1 | 8.9 | -25 | -1 | 6
CC(=O)N1CC(=O)N2[C@H](C1)[C@H](c1ccc(-c3ccc(C)cc3)cc1)[C@@H]2CO | -0.5 | · | 41 | 22
C[C@@H]1CCCCO[C@H](CN(C)S(=O)(=O)c2cccs2)[C@H](C)CN([C@@H](C)CO)C(=O)c2cc(NC(=O)NC3CCCCC3)ccc2O1 | · | 100* | 7 | -84*
O=C(Nc1cccc(F)c1)N1CC(=O)N2[C@@H](CO)[C@@H](c3ccc(Br)cc3)[C@@H]2C1 | 0.0 | · | 40 | 17
Cc1noc(C)c1S(=O)(=O)Nc1ccc2c(c1)C(=O)N([C@H](C)CO)C[C@@H](C)[C@@H](CN(C)Cc1ccc(C(=O)O)cc1)OCCCC[C@H](C)O2 | 1.8 | 22 | 6 | -38
